Assay outcomes: PubChem, National Center for Advancing Translational Sciences (NCATS)
GLP1R cytotox: cytotoxicity counter-screen for GLP-1 receptor inverse agonists. HEK293 cAMP-luciferase reporter cells, luminescence, 24 h. Potency, µM (highest dose often 38.3 µM), inactives show at the highest dose activity change, negative = inhibition, usual class: inhibitors. 0.13% of 410,000 active. AID 624418;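 note: loss of luciferase light is scored as toxicity; % is set by controls: 0 for no effect and ±100 for the full control effect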
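Compound-treated cells are incubated 24 hr at 37 deg C under 5% CO2 after a 12 hour attachment period, then luciferase detection reagent is added and luminescence is measured following 12 min at room temperature; lowered signal indicates toxicity.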
GLP1R inv ag: inverse agonists of human GLP-1 receptor | Potency, µM (highest dose often 38.3 µM), without a hit: top-dose activity change, negative = inhibition, hits mostly inhibitors | HEK293 GLP-1R CRE-luciferase, luminescence, 24 h; GLP-1R form is constitutively active | AID 624417 | 1.6% of 410,000 active | P43220; note: % is set by controls: 0 for no effect and ±100 for the full control effect; nearly all actives have a fitted effect of over 55% in size
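Luminescence readout: a drop in cAMP-driven luciferase signal flags inverse agonism at a constitutively active GLP-1R stably expressed in HEK293. Compound exposure lasted 24 hr at 37 deg C, 5% CO2.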
PTHR1 agonist: activates the human parathyroid hormone receptor PTHR1 | Potency, µM (doses to about 115 µM), without a hit: top-dose activation, hits mostly activators | Q03431 | 0.075% of 410,000 active | AID 743266 | HEK293 GP2 PTHR1 cells, GloSensor cAMP luminescence, 1 h; note: nearly all actives have a fitted effect of over 55% in size; some results filed as inactive show a strong effect at the top dose; inactives centre near -15; many of its hits are not listed in these tables
Target sequence (Q03431 whole entry, looked up): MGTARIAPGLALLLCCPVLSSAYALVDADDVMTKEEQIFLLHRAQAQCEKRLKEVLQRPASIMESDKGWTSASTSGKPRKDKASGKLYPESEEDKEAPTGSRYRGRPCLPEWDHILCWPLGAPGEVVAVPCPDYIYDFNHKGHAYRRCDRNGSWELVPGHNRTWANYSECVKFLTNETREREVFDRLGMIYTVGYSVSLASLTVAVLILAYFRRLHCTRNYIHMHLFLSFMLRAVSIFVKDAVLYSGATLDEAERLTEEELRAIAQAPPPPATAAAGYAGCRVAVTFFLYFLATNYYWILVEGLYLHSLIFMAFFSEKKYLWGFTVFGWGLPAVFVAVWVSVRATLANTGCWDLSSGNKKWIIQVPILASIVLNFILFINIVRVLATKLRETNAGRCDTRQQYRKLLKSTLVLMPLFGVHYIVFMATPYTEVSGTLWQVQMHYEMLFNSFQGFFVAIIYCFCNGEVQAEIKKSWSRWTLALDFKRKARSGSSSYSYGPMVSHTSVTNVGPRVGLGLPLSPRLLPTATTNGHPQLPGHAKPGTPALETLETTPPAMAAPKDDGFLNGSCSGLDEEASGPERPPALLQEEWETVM
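HEK-293-derived GP2 cells expressing PTHR1 and a GloSensor cAMP reporter, 3,000/well, plated overnight, given luciferin plus IBMX (each 0.5 mM as added) for 1 h at 37 °C, then compound for 1 h at 37 °C. Luminescence was read after 15 min at room temperature.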
* = called active by the depositor; i = inactive; u = inconclusive; [ ] = remark or other dose. Calls come from the whole dose curve; as a rule, active = well fitted curve in the direction sought with a large enough effect; inconclusive = small, poorly fitted or top-dose-only effect, or another doubt; inactive = no such curve, though single readings can be large; an effect the other way counts as inactive or inconclusive. Potency is the fitted concentration of half-maximal effect.

SMILES | GLP1R cytotox | GLP1R inv ag | PTHR1 agonist
CC1CCN(S(=O)(=O)c2nnc(NC(=O)c3ccc(C(C)C)cc3)s2)CC1 | -3% | 0% | -14%
COc1ccc(NC(=O)c2c(NCc3ccc(N(C)C)cc3)sc3c2CCC3)cc1 | -4% | 9% | i
COc1ccc(CCNC(=O)Cn2cc(S(=O)(=O)Cc3ccc(F)cc3)c3ccccc32)cc1OC | -1% | -15% | -2%
COc1ccc(-c2cc(C(F)(F)F)n3nc(C(=O)Nc4cc(C)ccc4C)cc3n2)cc1 | -10% | 3% | i
COCCCNC(=O)C1CCN(Cc2cc3ccccc3n2Cc2ccccc2C)CC1 | -5% | u | i
O=c1nc2n(-c3ccccc3F)c3ccccc3cc-2c(=O)[nH]1 | 283%[activator] | -3% | -14%
CC(C)c1ccc(C(=O)Nc2cc(-c3ccccc3F)nn2-c2ccccc2)cc1 | 8% | u | -18%
CCc1ccc(S(=O)(=O)Nc2cccc(-c3ccc(OC)nn3)c2)s1 | 2% | -2% | -34%[inhibitor]
O=C(NCCCc1nc2ccccc2n1Cc1ccc(Cl)cc1)C1CCCCC1 | 4% | u | -51%[inhibitor]
COc1ccccc1CNC(=O)Cn1c(-c2cccs2)cc2cc(F)ccc21 | -5% | 14% | 50µM*
CCOC(=O)c1[nH]c(C)c(CCC(=O)NCc2ccc(C)cc2)c1C | 2% | -3% | i
COc1ccc(C(=O)n2nc(-c3ccco3)nc2NCc2cccs2)cc1OC | -4% | 24% | -76%[inhibitor]
COc1ccc(CNC(=O)C2CCN(c3nc4ccccc4[nH]3)CC2)cc1OC | 7% | -3% | -23%
Cc1ccc(CCNc2nc3c(S(=O)(=O)c4ccc(C)cc4)nnn3c3ccsc23)cc1 | 4% | 16% | 0%
CC(C)C1N=C2c3ccccc3N=C(SCC(=O)NCc3ccc(Cl)cc3)N2C1=O (centres undefined) | -2% | 3% | i
O=C(COc1ccccc1)NCc1ccc2c(c1)CCN2C(=O)c1ccc(Cl)cc1 | 5% | 3% | -14%
CCN(c1ccccc1)S(=O)(=O)c1nnc(NC(=O)COc2ccc(OC)cc2)s1 | -9% | u | i
Cc1ccc(N(C)C(=O)c2sc3nc4n(c(=O)c3c2C)CCCC4)cc1C | 1% | -13% | -33%[inhibitor]
CCOc1ccc(-n2c(=O)c3c4c(sc3n(Cc3cccc(C)c3)c2=O)CCCC4)cc1 | -12% | 7% | i
COc1ccc(OC)c(NC(=O)CSC2=Nc3ccccc3C3=NC(CC(=O)NCc4ccc5c(c4)OCO5)C(=O)N23)c1 (centres undefined) | -1% | 36%[activator] | -34%
CCc1cccc(CC)c1NC(=O)Cn1nnc2sc(-c3ccccc3)cc2c1=O | 0% | 5% | -8%
O=c1[nH]c(=O)n(C2CCCCC2)c(O)c1C1=Nc2ccccc2SC(c2ccccc2)C1 (centres undefined) | 4% | -19% | -7%
O=C(NCCS(=O)(=O)N1CCN(c2cccc(Cl)c2)CC1)C(c1ccccc1)c1ccccc1 | -1% | -2% | -47%[inhibitor]
COc1ccccc1N1CCN(CCCNC(=O)c2cnn(-c3ccccc3Cl)c2C2CCN(C(=O)OC(C)(C)C)CC2)CC1 | -8% | u | i
O=C(c1cc(-c2ccc(Cl)cc2)on1)N(Cc1ccc(F)cc1)Cc1ccco1 | -3% | u | -24%

Continuation:
SMILES | GLP1R cytotox | GLP1R inv ag | PTHR1 agonist
COc1ccc(CCn2c3c(c(=O)[nH]c2=O)C(NC(=O)c2ccc(C(C)(C)C)cc2)(C(F)(F)F)C(=O)N3)cc1OC (centres undefined) | 9% | 10% | i
COc1ccc(Cl)cc1NC(=O)c1ncn(-c2ccccc2)n1 | -1% | 3% | -22%
Cc1ccc(-n2c(SCC(=O)Nc3cccc(F)c3)nc3c(oc4ccccc43)c2=O)cc1C | -5% | 4% | 29%
Cc1ccc(-c2nc3scc(CCNS(=O)(=O)c4ccc(Oc5ccccc5)cc4)n3n2)cc1 | -9% | 0% | -44%[inhibitor]
COc1ccc(-c2nc(SCC(=O)NCCCc3ccccc3)n[nH]2)cc1 | -2% | -11% | -67%[inhibitor]
O=C(NCCc1ccc(Cl)cc1)C1CCN(S(=O)(=O)c2ccc3[nH]ccc3c2)CC1 | -7% | u | i
CCN(CC)C(=O)CSc1nc(-c2ccccc2F)nc2c1Cc1c(CO)cnc(C)c1O2 | u | u | -25%
CC(=O)c1ccc(NC(=O)C2CCC(CNS(=O)(=O)c3cccs3)CC2)cc1 (centres undefined) | -6% | 10% | i
COc1ccc(N(CC(C)C)S(=O)(=O)c2nnc(NC(=O)c3cccs3)s2)cc1 | 8% | 6% | -29%
COc1ccccc1CCNC(=O)C(=O)NCC(c1cccs1)S(=O)(=O)c1ccccc1 (centres undefined) | 0% | u | -61%[inhibitor]
CCN1C(=O)C(Cc2nc3ccccc3c(=O)n2-c2cccc(C)c2)c2ccccc21 (centres undefined) | -8% | -10% | i
COc1ccccc1NC(=O)c1oc2ccccc2c1NC(=O)c1cccc(OC)c1OC | -8% | -20% | i
CCCC(=O)C1=C(c2ccc(C)c(C)c2)N(C(=O)CCC)n2c(CC)nnc2S1 | 0% | -2% | i
Cc1ccc2c(c1)N(C(=O)N1CCC(C(=O)NCCC3=CCCCC3)CC1)CC(C)O2 (centres undefined) | 1% | -15% | i
Cc1ccccc1NS(=O)(=O)c1ccc2[nH]cc(C(=O)NC(C)c3ccccc3)c(=O)c2c1 (centres undefined) | -12% | u | -10%
CCN1CCN(Cc2c(O)ccc3oc(C)c(C(=O)Nc4ccc(OC)cc4)c23)CC1 | 0% | -4% | i
CC1CCCN(CCCNC(=O)Cn2ncc3c([nH]c4ccccc43)c2=O)C1 (centres undefined) | -4% | 7% | -18%
COCCn1c(C)cc(O)c(C(c2cccc(F)c2)N2CCN(c3ccccc3)CC2)c1=O (centres undefined) | 1% | 3% | i
CCc1ccc(-n2nc(C)c3c(C(=O)Nc4ccc(Cl)cc4)cc(C)nc32)cc1 | 4% | -13% | -23%
Cc1ccc(C(C)C)c(OCC(=O)Nc2ccc(O)c(-c3nc4cc(Cl)ccc4o3)c2)c1 | 11% | -2% | i
Cc1[nH]c2ccccc2c1C(=O)C(=O)NC1CC(=O)N(c2cccc(F)c2)C1 (centres undefined) | 0% | -3% | -36%[inhibitor]
CCN(C(=O)CSc1nc2ccccc2n1CC(=O)Nc1ccccc1C)c1ccccc1 | -9% | -21% | i
CC(=O)Nc1c(C)nn(-c2ccccc2)c1N1CCC(C(=O)NCc2ccc(F)cc2)CC1 | 3% | 7% | -22%
Cc1ccc(CCNC(=O)c2ccc(CSCc3ccccc3Cl)o2)cc1 | -1% | u | -29%
Cc1c(C(=O)OCc2ccccc2)[nH]c2c1C(=O)CC(c1ccc(N(C)C)cc1)C2 (centres undefined) | -5% | 5% | i

Remaining list, next part:
SMILES | GLP1R cytotox | GLP1R inv ag | PTHR1 agonist
Cc1ccc(-n2ncc3c(NNC(=O)c4ccccc4C)ncnc32)cc1 | -5% | -1% | i
COCc1cc(C)nc2sc3c(c12)NC(c1ccc(O)c(OC)c1)N(c1ccccc1)C3=O (centres undefined) | 86%[activator] | 53%[activator] | i
CCN(c1ccccc1C)S(=O)(=O)c1nnc(NC(=O)c2ccc(OC)c(OC)c2)s1 | 2% | -8% | -18%
CCCC(=O)Nc1ccc(-c2nc3ncccc3o2)cc1C | -4% | 10% | -14%
Cc1ccc(NC(=O)CN(C)S(=O)(=O)c2ccc3nc(C)sc3c2)c(C)c1 | -8% | 4% | 0%
COc1ccc(C2C(C(=O)Nc3ccccc3)=C(C)Nc3nc(SCC(=O)c4ccc(C)cc4)nn32)cc1 (centres undefined) | -2% | -3% | i
CCOc1ccc(N2CC(c3nc4ccccc4n3CC(C)C)CC2=O)cc1 (centres undefined) | -11% | 0% | -23%
Cc1cc2oc(C(=O)Nc3c(C)n(C)n(-c4ccccc4)c3=O)cc(=O)c2cc1C | 4% | 10% | i
O=S(=O)(c1ccc(Cl)cc1)c1nc(-c2cccs2)oc1SCc1ccc(F)cc1 | -2% | u | i
CC(C)c1ccc(OCC(=O)Nc2c(C(=O)c3ccc(F)cc3)oc3ccccc23)cc1 | 17% | 5% | -13%
COc1cccc(OC)c1C(=O)NCCc1csc(-c2ccc(Cl)cc2)n1 | -10% | 16% | i
CC(=O)c1cccc(NC(=O)c2cc(-c3ccc4c(c3)OCCO4)on2)c1 | -8% | u | -23%
CC(=O)c1cccc(NS(=O)(=O)c2c(C(=O)N3CCCCCC3)c(C)n(C)c2C)c1 | 6% | 3% | i
CC(C)c1ccc(Nc2nc3c(S(=O)(=O)c4ccc(Br)cc4)nnn3c3ccsc23)cc1 | 4% | 8% | 25%
CCCCOc1cccc(C(=O)N(Cc2ccc(N(C)C)cc2)C2CCS(=O)(=O)C2)c1 (centres undefined) | -1% | -15% | 9%
O=C(CCc1ccccc1)N(Cc1cccnc1)c1nc2ccc(F)cc2s1 | -11% | u | -71%[inhibitor]
CCOc1ccc(Nc2ncnc3c2nc2n3CCCC2)cc1 | 7% | 0% | -16%
CCOc1ccc(OCC)c(-n2cnnn2)c1 | 7% | 16% | 28%
CSc1ccc(CCNC(=O)CCn2c(=O)c3cccn3c3cccnc32)cc1 | -12% | -3% | -20%
CCc1cccc(NC(=O)Cn2c(=O)n(CC3CCC(C(=O)NC)CC3)c(=O)c3sccc32)c1 (centres undefined) | -8% | 11% | i
Cc1nn2c(-c3cccc(NC(=O)c4ccc(Cl)cc4)c3)nnc2c2ccccc12 | 3% | 4% | i
Cc1c(C)n(Cc2ccccc2)c2ccc(C(=O)N3CCN(c4ccccc4)CC3)cc12 | -2% | u | i
COc1cccc(NC(CNS(=O)(=O)c2ccc(Cl)cc2)c2ccccc2)c1 (centres undefined) | u | 10µM* | -94%[inhibitor]
Cc1ccccc1-c1noc(CSc2nnc(-c3ccncc3)n2-c2ccc(F)cc2)n1 | -11% | -23% | -11%
COc1ccc(NC(=O)C2CCN(S(=O)(=O)c3cc(-c4noc(C)n4)ccc3C)CC2)cc1 | -3% | 11% | -28%

More compounds.
SMILES | GLP1R cytotox | GLP1R inv ag | PTHR1 agonist
C=Cc1ccc(Cn2nc(-c3ccc(C)c(S(=O)(=O)N(CC)CC)c3)ccc2=O)cc1 | -3% | u | i
CCc1ccc(S(=O)(=O)c2nnn3c2nc(N2CCOCC2)c2sccc23)cc1 | 1% | 11% | -16%
COC(=O)c1cc2oc(C)cc2n1CC(=O)Nc1cc(Cl)ccc1OC | -3% | 9% | -29%
CCC(Sc1nc2nccnc2c(=O)n1Cc1ccccc1Cl)C(=O)NC1CCCCC1 (centres undefined) | 0% | 5% | -9%
Cc1cc(F)ccc1NC(=O)c1c(C)oc2c1C1=NCCN1C=N2 | 2% | 2% | i
CCN(CC)c1cc2c(cc1F)c(=O)c(S(=O)(=O)c1ccc(C)cc1)cn2Cc1ccc(F)cc1 | 0% | 15% | -12%
Cc1cccc(OCc2nc(CC(=O)Nc3ccc(C)c(C)c3)cs2)c1 | -4% | -3% | -10%
COc1cc(-c2nc(SCC(=O)Nc3ccc(C)cc3)c(-c3ccc(F)cc3)[nH]2)cc(OC)c1OC | -13% | u | i
CCn1c2ccccc2c2cc(CN3CCN(Cc4ccccc4F)CC3)ccc21 | 0% | -27% | -39%[inhibitor]
COc1ccc(-c2nc3c4ccccc4n(CC(=O)Nc4cc(F)ccc4F)c(=O)n3n2)cc1 | -16% | -4% | i
Cc1ccccc1OCc1ccc(-c2nc(C#N)c(NCc3cccnc3)o2)o1 | 1% | -15% | -38%[inhibitor]

These rows are one share of the data; the hit share may differ from the screen's.
